TAG inh: inhibitors of triacylglycerol accumulation. H9c2 cells, Nile Red lipid (TAG) fluorescence; cells loaded with 200 µM oleic acid. inhibition, % at 12.5 µM. actives 0.66% (n = 230,000);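 active = pattern-corrected inhibition of lipid staining of at least 50% with the nuclear-stain viability signal not falling by more than 50%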;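 also: 0% = DMSO wells and 100% = triacsin C control wells; some results filed as inactive read as strong as hits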
TAG inh DAPI viability: second read-out of TAG inh, no call of its own (marks repeat the call); DAPI nuclei signal change (viability), lower = more cytotoxic, %;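 whole-well DAPI fluorescence read on a plate reader as a viability signal; minus 50 percent equals half of cells still viable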
* marks the source's active call; other numbers are inactive results; & = joins results of further samples.

SMILES	TAG inh	TAG inh DAPI viability
CCN(CC(=O)Nc1ccc(OC)cc1)CC(=O)Nc1ccc2c(c1)OCO2	11	-2
O=C(CCNC(=O)c1ccc(Br)cc1)Nc1nccs1	-2	1
Cc1c(C(=O)N2CCN(S(=O)(=O)c3cccs3)CC2)oc2ccc(F)cc12	-2	1
O=c1c(N=Nc2ccccc2)c[nH]n1-c1ccccc1	2	-3
COCCN(C(=S)Nc1ccc(C)cc1C)C(C)c1ccco1 (stereo not given)	-15	5
COc1ccc(OC)c(-n2c(-c3cc(-c4ccco4)[nH]n3)n[nH]c2=S)c1	-9	3
Fc1ccc(Cn2nnc(-c3ccc(CN4CCOCC4)cc3)n2)cc1	-6	-13
CCOC(=O)C(NCc1ccc(F)cc1)(NC(=O)c1ccccc1)C(F)(F)F (stereo not given)	14	11
O=C(Nc1cccc2nsnc12)c1ccc(F)cc1	-23	20
CCN(CC(=O)Nc1c(F)cccc1F)C(=O)CNC(=O)COc1ccccc1	17	-10
CN(Cc1nc2ccccc2c(=O)[nH]1)CC(O)COCc1ccco1 (stereo not given)	-4	3
CCN(c1ccccc1)S(=O)(=O)c1ccc(Cl)c(C(=O)NC2CCN(Cc3ccccc3)CC2)c1	-22	7
CCC1Oc2ccc(C)cc2N(CC(=O)NCCc2ccc(OC)c(OC)c2)C1=O (stereo not given)	4	3
CCCC[n+]1c(C)sc2cc(OC)ccc21	-27	15
O=C(Nc1c(Cl)cc2c(c1Cl)Cc1cc([N+](=O)[O-])ccc1-2)C(Cl)Cl	21	-4

Pulled by structure from above:
SMILES	TAG inh	TAG inh DAPI viability
CCCC[n+]1c(C)sc2cc(OC)ccc21	-27	15
O=C(CCNC(=O)c1ccc(Br)cc1)Nc1nccs1	-2	1

The list continues:
SMILES	TAG inh	TAG inh DAPI viability
COc1ccc(CCNC(=O)C(=O)NCC2OCCN2C(=O)c2ccc(Cl)cc2)cc1OC (stereo not given)	-3	-1
CCCCn1c(SCC(=O)Nc2ccc(C)c(S(=O)(=O)N3CCOCC3)c2)nnc1C(CC)N(C)C (stereo not given)	20	-4
O=S(=O)(Nc1nc2ccccc2s1)c1ccc(Cl)nc1	15	-8
CC(C)Nc1nc(NNc2nc(Cl)nc(NC(C)(C)C)n2)nc(NC(C)C)n1	-1	0
C=CCC(C(=O)OC)(C(=O)OC)c1ccc(C(F)(F)F)cc1[N+](=O)[O-]	3	3
Clc1ccccc1/C=C/c1nc(-c2cccnc2)no1	-1	4
CN(Cc1ccccc1Br)C(=O)CSc1nnnn1C1CC1	-7	2
CCOC(=O)/C=c1/s/c(=C\c2c(OC)ccc3ccccc23)c(=O)n1CC(=O)NCC1CCCO1 (stereo not given)	-15	-7
C/C(=C\c1ccc(Cl)cc1)C(=O)c1c(C)cc(C)[nH]c1=O	-10	0
Cn1cc(CNC(=O)c2cc(-c3ccc(Br)cc3)nc3ccccc23)cn1	2	-14
CCOC(=O)[C@@H]1[C@H]2COc3ccccc3[C@@H]2N2C(=O)N(c3ccc(F)cc3)C(=O)[C@]12C	-1	-1
CC1=C(C(N)=O)C(c2ccc3c(c2)OCO3)n2nc(-c3cccc(C)c3)nc2N1 (stereo not given)	-1	9
Cc1csc(NC(=O)c2cc3c(s2)-c2ccccc2OC3)n1	-11	40
Cn1ccnc1SCC(=O)Nc1cccc(S(=O)(=O)N2CCCCC2)c1	-3	-14
Nc1cnccc1C(=O)O	-12	9
CCN(CC(=O)NC1CCS(=O)(=O)C1)S(=O)(=O)c1ccc(Br)cc1 (stereo not given)	6	0
COc1ccc(-n2c(=O)c3ccccc3n(CC(=O)c3ccccc3)c2=O)cc1OC	9	-6
COc1ccc(OC)c(C(=O)c2c(C)oc3cc([N+](=O)[O-])c(O)c([N+](=O)[O-])c23)c1	14	-7
COC(=O)c1cc(NC(=O)CN(C)Cc2ccccc2)cc(C(=O)OC)c1	13	-10
CC1=CCC(C(=O)N/N=C/c2cccs2)C(c2ccc(F)cc2)C1 (stereo not given)	-13	9
CCOc1ccc(NC2=NC(C)(C)N=C(N)N2)cc1	-4	0
COc1ccc(C(CNC(=O)c2cccnc2SC)N2CCOCC2)cc1 (stereo not given)	-14	-6
CC(=O)Nc1ccc(S(=O)(=O)NC(=O)C23CC4CC(CC(C4)C2)C3)cc1	-1	7
O=C(NCc1ccncc1)C1COc2ccccc2O1 (stereo not given)	-1	-4
Cc1cccc(NC(=O)c2cccc(S(=O)(=O)Nc3c(C)n(C)n(-c4ccccc4)c3=O)c2)c1	-2	5
CCS(=O)(=O)N1Cc2ccccc2CC1C(=O)OCC(=O)Nc1ccc(C)cc1 (stereo not given)	-2	2
Clc1ncc(CSc2ccccc2)s1	11	-7
CCOC(=O)N1CCN(C(=O)CSc2nc(-c3cccc(C)c3)ns2)CC1	21	-5
COc1ccc(CN(C(=O)c2cc3ccccc3oc2=O)C2CCCCC2)cc1OC	18	-2
COCCNC(=O)CN(C(=O)CCC(=O)Nc1cc(C)on1)c1ccccc1C	6	0
O=C(CSc1nc2scc(-c3ccccc3)c2c(=O)[nH]1)N1CCCCC1	-14	1
CNC(=S)N(CCCN(C)C)Cc1cc2cc3c(cc2[nH]c1=O)OCCO3	0	9
Cc1ccnc2c1ccc1c(C)ccnc12	-37	-29
Cn1nc(C(=O)NNC(=O)C2CSC3(C)CCC(=O)N23)c2ccccc2c1=O (stereo not given)	-12	1
Cc1ccc(/C=C/C(=O)c2ccc(N3CCOCC3)cc2)s1	-1	-4
CS(=O)(=O)N1CCc2cc(S(=O)(=O)N3CCCCC3)ccc21	-7	-1
CN(C)CCN(CC1CCCN(Cc2ccccc2F)C1)C(=O)c1ccc(F)cc1 (stereo not given)	6	4
Clc1ccccc1CNCC1CCCO1 (stereo not given)	2	-8
COC(=O)[C@@]1(C)[C@H]2C(=O)N(C)C(=O)[C@H]2[C@H]2CN=C(SCc3ccccc3)N21	3	8
COc1cc(/C=C(/NC(=O)c2ccccc2Cl)C(=O)O)cc(OC)c1OC	9	-10
CCN(C(=O)c1ccc2c(c1)OCO2)C1CCS(=O)(=O)C1 (stereo not given)	1	-6
COc1cccc(CNC(=O)c2cccc(NC(=O)CC3SC(N4CCCCC4)=NC3=O)c2)c1 (stereo not given)	3	0
C[C@@H](C(=O)Nc1ccc2ccccc2c1)[C@H]1C[C@]1(C)[C@H](NC(=O)OCc1ccccc1)c1ccccc1	23	5
O=C(COC(=O)c1cncc(Br)c1)NCc1ccc(Cl)cc1	2	0
O=C(Nc1cc(Br)ccc1O)c1cnn2c(C(F)F)cc(C3CC3)nc12	0	14
Cc1ncc([N+](=O)[O-])n1Cc1cccc(F)c1	-3	8
CC(=O)NC1CC2CCCC(C1)N2C(=O)Nc1ccc(Cl)cc1 (stereo not given)	2	3
O=C1CNC(=S)N1CCOc1ccccc1	2	2
CCc1nc(SCC(=O)Nc2nnc(CC)s2)c2c(=O)n(C)c(=O)n(C)c2n1	-3	2
CCNc1oc(COc2ccccc2F)nc1C#N	-6	-1
COc1cc(SC)ccc1C(=O)Nc1ccc(C)cc1	-19	7
CN(Cc1ccc(OC(F)F)cc1)C(=O)c1cccc(S(=O)(=O)N2CCN(c3ccccc3)CC2)c1	-21	3
CCCOc1ccc(-c2c(C(=O)N/N=C/c3ccccc3)nnn2-c2nonc2N)cc1	-15	9
CCCCn1c(C23CC4CC(CC(C4)C2)C3)n[nH]c1=S	-2	-1
O=C(CC1C(=O)NCCN1Cc1ccccc1)NC1CCCCC1 (stereo not given)	5	-7
CC(=O)/C(N)=N/Nc1cccc(Cl)c1	-1	-2
NC(=O)COc1ccc(Nc2nnc(-c3ccc(O)cc3)c3ccccc23)cc1	5	4
CCCCn1c(N)c(N(Cc2ccccc2OC)C(=O)c2ccc(N3CCCC3=O)cc2)c(=O)[nH]c1=O	11	7
COCCN(CC(=O)NCC1CCCO1)C(=O)CCC(=O)Nc1cc(C)ccn1 (stereo not given)	3	-7
Cc1cc(C)n2nc(C(=O)Nc3cc(S(=O)(=O)N4CCCCC4)ccc3C)nc2n1	36	-9

The results go on.
SMILES	TAG inh	TAG inh DAPI viability
Cc1cc(C(F)F)n2nc(C(=O)Nc3cccc(C(F)(F)F)c3)nc2n1	-3	13
CN(C)c1ccc(Cc2ccc(N(C)C)cc2)cc1	-15	5
COC(=O)Cc1c(O)ccn(Cc2ccc3c(c2)OCO3)c1=O	-3	19
CCc1c(C)[nH]c2ccccc2c1=O	4	-2
S=C(Nc1ccc(Br)cc1Cl)N1CCCC1	5	-3
CC(C)(C)n1ncc2c(=O)n(Cc3cccc(Cn4cnc5c(cnn5C(C)(C)C)c4=O)c3F)cnc21	-34	-1
O=C(CCCNC(=O)/C(=C/c1ccc(Br)cc1)NC(=O)c1ccccc1)OCc1ccccc1	-11	7
CC(C)c1ccc(/C=C/C2=NNC(=O)CC2)cc1	24	-25
COCC(C)n1c(SCC(=O)Nc2ccc3c(c2)OCCO3)nc2ccccc2c1=O (stereo not given)	10	-12
COc1ccc(S(=O)(=O)N2CCC(C(N)=O)(N3CCCCC3)CC2)cc1	3	2
COc1cccc(-n2ccnc2SCC(=O)N2CCCc3ccccc32)c1	2	-10
COCCOC1CCN(Cc2cn(Cc3ccccc3)nc2-c2cc3ccccc3o2)CC1	7	11
COc1ccc(-c2noc(N3CCC(C(=O)Nc4ccccc4Cl)CC3)n2)cc1	15	-9
Cc1sc2ncnc(Oc3ccc(-n4ccnc4)cc3)c2c1C	-5	4
CC(NC(=O)c1cccc(C(F)(F)F)c1)C(c1ccccc1)N1CCOCC1 (stereo not given)	-2	4

The list goes on; the last 7 above are carried over.
SMILES	TAG inh	TAG inh DAPI viability
COCC(C)n1c(SCC(=O)Nc2ccc3c(c2)OCCO3)nc2ccccc2c1=O (stereo not given)	10	-12
COc1ccc(S(=O)(=O)N2CCC(C(N)=O)(N3CCCCC3)CC2)cc1	3	2
COc1cccc(-n2ccnc2SCC(=O)N2CCCc3ccccc32)c1	2	-10
COCCOC1CCN(Cc2cn(Cc3ccccc3)nc2-c2cc3ccccc3o2)CC1	7	11
COc1ccc(-c2noc(N3CCC(C(=O)Nc4ccccc4Cl)CC3)n2)cc1	15	-9
Cc1sc2ncnc(Oc3ccc(-n4ccnc4)cc3)c2c1C	-5	4
CC(NC(=O)c1cccc(C(F)(F)F)c1)C(c1ccccc1)N1CCOCC1 (stereo not given)	-2	4
O=C1C=C(Nc2ccc(O)cc2)C(=O)c2ccccc21	35	-34
COc1ccc(OC)c(NC(=O)CN(C)S(=O)(=O)c2ccc(Cl)cc2)c1	-8	3
Cc1cc(NCCO)nc(N2CCOCC2)n1	7	-8
CCCCCN(C(=O)CCC(=O)OCC(=O)c1ccc(C(C)CC)cc1)c1c(N)n(CCCC)c(=O)[nH]c1=O (stereo not given)	11	-4
Cc1cc2c(c(=O)n1Cc1cccnc1)C(c1ccc(F)cc1)C(C#N)=C(N)O2 (stereo not given)	-2	7
COc1ccc(S(=O)(=O)N(C)C)cc1NCC(=O)Nc1cccc2ccccc12	-6	1
CCc1ccc(-n2c(Cc3ccccc3)n[nH]c2=S)cc1	7	3
N#Cc1ccsc1NC(=O)CCS(=O)(=O)c1ccccc1	-8	11
CCC(=O)N1CCCc2cc(S(=O)(=O)N3CCN(c4ccccn4)CC3)ccc21	17	-18
Cc1ccc(-n2c(-c3ccco3)nc3nc4ccccc4nc32)cc1F	7	50
CSc1nc2nccc(-c3ccc4c(c3)OCO4)n2n1	6	-1
Cc1cc(C)cc(OCCn2nnc3ccccc32)c1	1	-10
O=C(c1cccs1)N1CCCN(c2ncnc3scc(-c4ccccc4)c23)CC1	-8	-3
CC(C)Oc1cc(F)ccc1-c1cc(C(=O)NCc2cccnc2)[nH]n1	6	-3
CCOc1ccc(C2C3=C(CCCC3=O)Nc3nc(C(F)(F)F)nn32)cc1OC (stereo not given)	5	4
COc1ccn(C2CCCCO2)c(=O)n1 (stereo not given)	-5	6
O=C(CSc1ccccc1F)NCC(c1ccco1)N1CCCCC1 (stereo not given)	7	2
COC(=O)c1c(C)[nH]c(O)c1C=Nc1ccc(Oc2ccccc2)cc1	5	-3
CN(C)c1ccc(-c2csc(C(C)(O)c3ccc(F)c(F)c3)n2)cc1 (stereo not given)	-36	10
O=C(Nc1ccc(NC(=O)C2CC2)nc1)c1ccccn1	12	-18
COC(=O)[C@]1(C)N[C@H](CN(C)S(=O)(=O)c2ccc(OC(F)(F)F)cc2)[C@@H]2C(=O)N(Cc3ccccc3)C(=O)[C@@H]21	-5	-9
CCOc1cc(/C=C2/NC(=O)NC2=O)cc([N+](=O)[O-])c1O	5	0
Cc1ccc(Cl)c(Cn2cnc3c(cnn3C(C)(C)C)c2=O)c1F	-5	-1
CC(CC1C(C#N)=C(N)SC(N)=C1C#N)c1ccccc1 (stereo not given)	12	-3
O=C(CCc1ccccc1)NNC(=O)c1cccc(F)c1	-1	1
CN1C(C(=O)Nc2ccccn2)=C(O)c2sccc2S1(=O)=O	0	-9
CCOc1ccc(N(CC(=O)NCCCOC)S(C)(=O)=O)cc1	7	-10
CC(=O)N1CCN(c2ccc(NCc3cccc(C)c3)cc2)CC1	-2	2
O=C1OCCC1Sc1nnc(-c2ccc3c(c2)OCO3)n1-c1ccccc1 (stereo not given)	-1	-5
Clc1ccc2nsnc2c1NC1=NCCN1	-7&3	8&-1
COCCNC(=O)c1ccc(N(C)S(=O)(=O)c2ccc(OC)c(OC)c2)cc1	-11	11

Only part of the results is shown, so the mix of outcomes need not match the whole.
